Screens as filed in PubChem BioAssay.
CHT allo act: allosteric activators of human choline transporter CHT; Q9GZV3; AID 488977; B-score at 10 µM; 0.49% of 310,000 active; CHT-expressing cells, membrane potential dye, choline EC20; active compounds read high; LV-AA mutant CHT in HEK293 cells;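 active means initial fluorescence not abnormally high and integrated response B-score, plate-corrected, over 3 SD above library mean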
Target sequence (Q9GZV3 whole entry, looked up): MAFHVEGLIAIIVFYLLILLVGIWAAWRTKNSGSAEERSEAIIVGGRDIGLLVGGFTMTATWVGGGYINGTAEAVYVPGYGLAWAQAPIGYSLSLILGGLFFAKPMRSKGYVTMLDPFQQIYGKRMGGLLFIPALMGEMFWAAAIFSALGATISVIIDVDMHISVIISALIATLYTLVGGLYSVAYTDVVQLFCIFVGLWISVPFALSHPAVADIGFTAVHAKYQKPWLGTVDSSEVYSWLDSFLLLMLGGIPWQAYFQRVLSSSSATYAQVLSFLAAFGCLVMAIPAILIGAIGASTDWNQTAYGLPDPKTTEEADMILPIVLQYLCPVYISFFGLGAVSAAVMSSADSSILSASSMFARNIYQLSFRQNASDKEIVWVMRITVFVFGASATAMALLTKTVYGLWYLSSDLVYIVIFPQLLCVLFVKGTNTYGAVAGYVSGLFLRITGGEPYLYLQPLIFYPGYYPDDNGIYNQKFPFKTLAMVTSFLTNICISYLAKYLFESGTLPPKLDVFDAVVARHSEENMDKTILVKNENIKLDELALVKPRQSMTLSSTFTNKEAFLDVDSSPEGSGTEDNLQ
STK33 kinase inh: human STK33 kinase inhibition; Q9BYT3; purified STK33, MBP phosphorylation, ADP-Glo luminescence; inhibition, % at 10 µM; 0.073% of 320,000 active; AID 2661;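 active means inhibition at or above 25%, using the most active replicate where run in duplicate; inactive means inhibition below 25%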
Target sequence (Q9BYT3 whole entry, looked up): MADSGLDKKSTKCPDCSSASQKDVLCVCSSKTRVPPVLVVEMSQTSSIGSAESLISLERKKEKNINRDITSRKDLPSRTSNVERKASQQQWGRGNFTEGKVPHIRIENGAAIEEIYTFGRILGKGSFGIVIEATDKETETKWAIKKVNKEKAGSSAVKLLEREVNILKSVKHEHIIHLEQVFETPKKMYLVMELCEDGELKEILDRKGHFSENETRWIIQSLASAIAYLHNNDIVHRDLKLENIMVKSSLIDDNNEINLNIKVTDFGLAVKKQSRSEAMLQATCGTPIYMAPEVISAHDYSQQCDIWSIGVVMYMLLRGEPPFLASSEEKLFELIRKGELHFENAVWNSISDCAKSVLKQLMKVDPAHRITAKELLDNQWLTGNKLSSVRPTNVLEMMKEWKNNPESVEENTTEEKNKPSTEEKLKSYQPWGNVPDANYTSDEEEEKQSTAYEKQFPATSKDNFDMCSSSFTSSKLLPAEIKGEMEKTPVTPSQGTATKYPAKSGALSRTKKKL
CHT block: inhibitors of human choline transporter CHT | Q9GZV3 | CHT-expressing cells, membrane potential dye, choline response; active compounds read low | B-score at 10 µM | 0.86% of 310,000 active | AID 488975;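 active means B-score over 3 SD under the library average, and starting fluorescence ratio not unusually high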;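 further: choline stimulus applied at its EC90 after an EC20 pre-addition; B-score computed on integrated fluorescence ratio after choline addition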
Starred values were filed as active, the others as inactive.

For O=C(NCc1ccc(Cl)cc1)N1CCc2ccccc2C1 the results were CHT allo act inactive, STK33 kinase inh -1.0 and CHT block inactive.
`O=C(NCc1ccco1)C(c1cccnc1)N(C(=O)Cn1nnc2ccccc21)c1ccccc1` (stereo not given) gave CHT allo act inactive, STK33 kinase inh -0.1 and CHT block inactive.
For CC1(C)Cc2ccccc2-c2nc(NN)[nH]c(=O)c21 the results were CHT allo act inactive, STK33 kinase inh 1.7 and CHT block inactive.
`CC(C)COc1ccc(-c2nn(-c3ccccc3)cc2/C=C2/SC(=S)N(CC(=O)O)C2=O)cc1` gave CHT allo act inactive, STK33 kinase inh -1.1 and CHT block inactive.
For CCOc1ccc(S(=O)(=O)NCCC(=O)NCCc2ccc(C(C)C)cc2)cc1 the results were CHT allo act inactive, STK33 kinase inh 1.8 and CHT block inactive.
`S=C(NCCSCc1ccc(Cl)cc1Cl)Nc1ccccc1` gave CHT allo act inactive, STK33 kinase inh -0.1 and CHT block inactive.
`CCOc1ccc2ccccc2c1/C=N/NC(=O)CNC(=O)Cc1ccccc1` gave CHT allo act inactive, STK33 kinase inh -1.0 and CHT block inactive.
Screening CC(NC(=O)c1ccccc1)C(c1cccs1)N1CCOCC1 (stereo not given) returned CHT allo act inactive, STK33 kinase inh -1.4 and CHT block inactive.
Screening Cc1ccccc1-c1nnn(CC(=O)Nc2ccc3c(c2)OCCO3)n1 returned CHT allo act inactive, STK33 kinase inh -1.0 and CHT block inactive.
COc1cc(C2C3=C(Nc4ncnn42)c2ccccc2CC3)cc(OC)c1OC (stereo not given) was read as CHT allo act inactive, STK33 kinase inh -0.4 and CHT block inactive.
Screening Cn1c(Cc2cccs2)nnc1SCC(=O)Nc1ccccc1 returned CHT allo act inactive, STK33 kinase inh -0.2 and CHT block inactive.
Screening CN(C)S(=O)(=O)c1ccc(NC(=S)NC(=O)C2CCC2)cc1 returned CHT allo act inactive, STK33 kinase inh -0.3 and CHT block inactive.
Screening COc1ccccc1C(=O)COC(=O)CSC(C)C(=O)Nc1cc(C)on1 (stereo not given) returned CHT allo act inactive, STK33 kinase inh 0.4 and CHT block inactive.
Screening COc1ccc(N(CC(=O)NC2CCCCC2)C(=O)CNC(=O)c2cccs2)cc1OC returned CHT allo act inactive, STK33 kinase inh -1.3 and CHT block inactive.
O=c1c(Cl)c(N2CCN(S(=O)(=O)c3ccc(F)cc3)CC2)cnn1-c1cccc(Cl)c1 was read as CHT allo act inactive, STK33 kinase inh 0.5 and CHT block inactive.
`O=C(CSc1nc2cccnc2n1Cc1ccccc1)NC1CCCCC1` gave CHT allo act inactive, STK33 kinase inh 0.2 and CHT block inactive.
Fc1ccccc1/C=N/Nc1nc(-c2ccccn2)nc2ccccc12 was read as CHT allo act inactive, STK33 kinase inh -1.2 and CHT block inactive.
`Cc1nc2nc[nH]n2c(=O)c1NS(=O)(=O)c1ccc(F)cc1` gave CHT allo act inactive, STK33 kinase inh -1.6 and CHT block inactive.
For Cc1ccc(CNc2cc(-c3nn4c(C)nnc4s3)ccc2C)s1 the results were CHT allo act inactive, STK33 kinase inh -1.5 and CHT block inactive.
COC(=O)C1=C(C)N=C2SCCC(=O)N2C1c1ccc(C(=O)OC)cc1 (stereo not given) was read as CHT allo act inactive, STK33 kinase inh 0.2 and CHT block inactive.
Screening Clc1cccc(CSc2nnc(-c3sccc3-n3cccc3)o2)c1 returned CHT allo act inactive and CHT block inactive.
CCc1nonc1NC(=O)c1oc2c(C)c(C)ccc2c1C was read as CHT allo act inactive and CHT block inactive.
For COc1ccc(C(=O)NC2CCCc3ccccc32)cc1OC1CCN(C(C)=O)CC1 (stereo not given) the results were CHT allo act inactive, STK33 kinase inh 1.7 and CHT block inactive.
Screening CCCCCC(=O)Nc1cc(S(=O)(=O)N2CCOCC2)ccc1N1CCCCC1 returned CHT allo act inactive, STK33 kinase inh -2.4 and CHT block inactive.
CCOC(=O)Cn1nc(C)c(NC(=O)c2ccc(Cl)c([N+](=O)[O-])c2)c1C was read as CHT allo act inactive, STK33 kinase inh -1.2 and CHT block inactive.
Screening COc1cc(CN2CCN(Cc3cn(C)c4ccccc34)CC2CCO)cc(OC)c1 (stereo not given) returned CHT allo act inactive, STK33 kinase inh -0.8 and CHT block inactive.
`Cc1ccc(C(=O)NC(=S)NNC(=O)c2cccc([N+](=O)[O-])c2)cc1` gave CHT allo act inactive, STK33 kinase inh -1.6 and CHT block inactive.
`Cc1ccc(OCCNC(=O)/C=C/c2ccco2)cc1C` gave CHT allo act inactive, STK33 kinase inh -0.3 and CHT block inactive.
For Cc1ccc(-c2csc3ncn(CC(=O)N4CCOCC4)c(=O)c23)cc1C the results were CHT allo act inactive, STK33 kinase inh 0.7 and CHT block inactive.
O=C(O)CCCNc1ccc([N+](=O)[O-])c(NCCCC(=O)O)n1 was read as CHT allo act inactive, STK33 kinase inh -2.1 and CHT block inactive.
`C=CCn1c(C)cc(C(=O)COc2ncnc3sccc23)c1C` gave CHT allo act inactive, STK33 kinase inh 0.8 and CHT block inactive.
Screening Cc1oc2c(O)c(O)ccc2c(=O)c1-c1cnn(-c2ccccc2)c1 returned CHT allo act inactive, STK33 kinase inh 3.3 and CHT block inactive.
For CC1=NN(C(N)=S)C(=O)C1N=Nc1ccc(C)cc1C (stereo not given) the results were CHT allo act inactive, STK33 kinase inh -2.1 and CHT block inactive.
For O=C(c1ccc(-c2cc3ccccc3oc2=O)cc1)N1CCN(c2ccc(Cl)cc2[N+](=O)[O-])CC1 the results were CHT allo act inactive, STK33 kinase inh -0.5 and CHT block inactive.
N#Cc1cccn1-c1nccc(-c2cccs2)n1 was read as CHT allo act inactive, STK33 kinase inh 13.9 and CHT block inactive.
Screening Cc1cc(=O)[nH]c(NN=C2CCC(C(C)(C)C)CC2)n1 (stereo not given) returned CHT allo act inactive, STK33 kinase inh -1.3 and CHT block inactive.
Cc1cccc(Cc2nnc(CCC(=O)N3CCCCC3c3nccs3)o2)c1 (stereo not given) was read as CHT allo act inactive, STK33 kinase inh -1.3 and CHT block inactive.
For Cn1cc(S(=O)(=O)CC(=O)Nc2ccc(Br)cc2)c2ccccc21 the results were CHT allo act inactive, STK33 kinase inh 0.3 and CHT block inactive.
Screening CC(C)CC(C(=O)OCC(=O)Nc1cccc(Cl)c1)N1C(=O)C2CC=CCC2C1=O (stereo not given) returned CHT allo act inactive, STK33 kinase inh -1.1 and CHT block inactive.
Screening Cc1cc(S(=O)(=O)Nc2ccc(N3CCOCC3)cc2)ccc1Br returned CHT allo act inactive, STK33 kinase inh 0.5 and CHT block inactive.
CCCN(CC(=O)Nc1ccc(F)c(F)c1F)C(=O)c1ccc(=O)n(Cc2ccccc2)n1 was read as CHT allo act inactive, STK33 kinase inh -0.9 and CHT block inactive.
Screening CCc1ccc2c(c1)CCCN2C(=O)c1ccccc1C(=O)O returned CHT allo act inactive, STK33 kinase inh -0.1 and CHT block inactive.
Cc1ccc(CC(=O)NCC2CCCCC2)cc1 was read as CHT allo act inactive, STK33 kinase inh 0.1 and CHT block inactive.
Screening O=C(CCc1nnc(CCC2CCCCC2)o1)NCCc1ccccn1 returned CHT allo act inactive, STK33 kinase inh -0.8 and CHT block inactive.
`O=[N+]([O-])c1ccc(C(O)CN2CCN(c3ccccc3)CC2)cc1` (stereo not given) gave CHT allo act inactive, STK33 kinase inh -2.2 and CHT block inactive.
`CCn1c(Cc2ccc(OC)cc2)nnc1SCC(=O)NC1CC1` gave CHT allo act inactive, STK33 kinase inh -3.0 and CHT block inactive.
Screening O=C(Nc1nnc(CCc2ccccc2)s1)c1ccc(F)cc1 returned CHT allo act inactive, STK33 kinase inh -1.8 and CHT block inactive.
`O=C(NC1CCCC1)C1CCN(C(=O)c2cc(Cl)ccc2Cl)CC1` gave CHT allo act inactive, STK33 kinase inh -0.7 and CHT block inactive.
For O=C(CN1CCN(Cc2ccccc2)CC1)NC(c1ccccc1)c1ccccc1 the results were CHT allo act inactive, STK33 kinase inh 0.2 and CHT block inactive.
`O=C(NCCN1CCOCC1)c1ccccc1[N+](=O)[O-]` gave CHT allo act inactive, STK33 kinase inh 0.7 and CHT block inactive.
COc1cc(NC(=O)C2C3C=CC(C3)C2C(=O)O)ccc1NC(=O)c1ccccc1 (stereo not given) was read as CHT allo act inactive, STK33 kinase inh 0.1 and CHT block inactive.
For O=S(=O)(Nc1ccc(F)cc1Cl)c1ccc(-c2cnc(C3CC3)o2)cc1 the results were CHT allo act inactive and CHT block inactive.
`O=C(Nc1ccsc1C(=O)O)c1ccccc1` gave CHT allo act inactive, STK33 kinase inh 2.3 and CHT block inactive.
`N#Cc1c2n(c(=S)n(-c3ccccc3)c1=O)CCCCC2` gave CHT allo act inactive, STK33 kinase inh -1.9 and CHT block inactive.
`COC(=O)c1cn(Cc2c(C)cc(C)cc2C)nn1` gave CHT allo act inactive, STK33 kinase inh -1.0 and CHT block inactive.
Screening O=C(COc1ncnc2cc(Cl)ccc12)c1ccc2c(c1)OCCO2 returned CHT allo act inactive, STK33 kinase inh -1.7 and CHT block inactive.
Cc1cc(C)nc(SCC(=O)Nc2ccc(S(=O)(=O)Nc3cc(C)on3)cc2)n1 was read as CHT allo act inactive, STK33 kinase inh -1.6 and CHT block inactive.
For CCOc1ccc(CCNC(=O)COC(=O)c2cc(OC)c(OC)cc2[N+](=O)[O-])cc1OCC the results were CHT allo act inactive, STK33 kinase inh -1.0 and CHT block inactive.
O=C(CCN1C(=O)c2ccccc2S1(=O)=O)N1CCN(c2ccccc2)CC1 was read as CHT allo act inactive, STK33 kinase inh -0.4 and CHT block inactive.
`COc1cccc(-c2nnc(SCN3C(=O)c4ccccc4C3=O)n2C)c1` gave CHT allo act inactive, STK33 kinase inh 0.0 and CHT block inactive.
Screening COc1ccc(NC(=O)c2nn(C)c(=O)c3ccccc23)cc1S(=O)(=O)Nc1ccccc1Cl returned CHT allo act inactive, STK33 kinase inh 0.9 and CHT block inactive.
COc1ccc(-c2csc(C)n2)cc1 was read as CHT allo act inactive, STK33 kinase inh -0.1 and CHT block inactive.
`CC1=C(C(=O)OC(C)C)C(c2c(O)ccc3ccccc23)NC(=O)N1` (stereo not given) gave CHT allo act inactive, STK33 kinase inh -0.8 and CHT block inactive.
`CCOC(=O)N1CCC(NC(=O)c2ccc3c(c2)sc2nc(-c4ccc(OC)cc4)cn23)CC1` gave CHT allo act inactive, STK33 kinase inh 1.3 and CHT block inactive.
Cc1ccc(NC(=O)N2CCC(C(=O)NCc3ccccc3)CC2)cc1 was read as CHT allo act inactive, STK33 kinase inh 0.8 and CHT block inactive.
Cn1c(=O)oc2cc(S(=O)(=O)NCc3ccc(F)cc3)ccc21 was read as CHT allo act inactive, STK33 kinase inh 0.3 and CHT block inactive.
`COC(=O)c1c(C(=O)OC)c(-c2ccc(Cl)cc2)n2c1CS(=O)(=O)C2` gave CHT allo act inactive, STK33 kinase inh 0.3 and CHT block inactive.
CC(C)[C@H](NC(=O)C1CCN(S(=O)(=O)c2ccccc2)CC1)C(=O)NCc1ccccn1 was read as CHT allo act inactive, STK33 kinase inh 0.2 and CHT block inactive.
Screening O=C(CCN1CCCC1)Nc1ccccc1 returned CHT allo act inactive, STK33 kinase inh 12.9 and CHT block inactive.
Screening Cc1cc(C(=O)NCC23CC4CC(CC(C4)C2)C3)c(C)o1 returned CHT allo act inactive, STK33 kinase inh -0.1 and CHT block inactive.
For C=CCn1c(=O)c2ccccc2n2c(SCC(=O)NCc3cccs3)nnc12 the results were CHT allo act inactive, STK33 kinase inh 0.2 and CHT block inactive.
For CC1(C)CC[C@@]23CC[C@]4(C)[C@@](OC2=O)(C3C1)[C@H]1O[C@H]1C1[C@@]2(C)CC[C@H](O)C(C)(C)C2CC[C@]14C (stereo not given in full) the results were CHT allo act inactive, STK33 kinase inh -0.4 and CHT block inactive.
Screening Cc1cc(C)cc(NC(=S)N2CCC(NC(=O)c3ccco3)CC2)c1 returned CHT allo act inactive, STK33 kinase inh -0.7 and CHT block inactive.
For O=C(COc1cccc2ccccc12)NNC(=O)Nc1ccccc1 the results were CHT allo act inactive, STK33 kinase inh -1.0 and CHT block inactive.
`CCCCC(=O)NCCNc1nc2c(c(=O)n(C)c(=O)n2C)n1Cc1ccc(F)cc1` gave CHT allo act inactive, STK33 kinase inh 1.0 and CHT block inactive.

Grouped by structure: the compounds so far with a thiophene ring, fused or not (10)
Screening CC(NC(=O)c1ccccc1)C(c1cccs1)N1CCOCC1 (stereo not given) returned CHT allo act inactive, STK33 kinase inh -1.4 and CHT block inactive.
Screening Cn1c(Cc2cccs2)nnc1SCC(=O)Nc1ccccc1 returned CHT allo act inactive, STK33 kinase inh -0.2 and CHT block inactive.
Screening COc1ccc(N(CC(=O)NC2CCCCC2)C(=O)CNC(=O)c2cccs2)cc1OC returned CHT allo act inactive, STK33 kinase inh -1.3 and CHT block inactive.
For Cc1ccc(CNc2cc(-c3nn4c(C)nnc4s3)ccc2C)s1 the results were CHT allo act inactive, STK33 kinase inh -1.5 and CHT block inactive.
Screening Clc1cccc(CSc2nnc(-c3sccc3-n3cccc3)o2)c1 returned CHT allo act inactive and CHT block inactive.
For Cc1ccc(-c2csc3ncn(CC(=O)N4CCOCC4)c(=O)c23)cc1C the results were CHT allo act inactive, STK33 kinase inh 0.7 and CHT block inactive.
`C=CCn1c(C)cc(C(=O)COc2ncnc3sccc23)c1C` gave CHT allo act inactive, STK33 kinase inh 0.8 and CHT block inactive.
N#Cc1cccn1-c1nccc(-c2cccs2)n1 was read as CHT allo act inactive, STK33 kinase inh 13.9 and CHT block inactive.
`O=C(Nc1ccsc1C(=O)O)c1ccccc1` gave CHT allo act inactive, STK33 kinase inh 2.3 and CHT block inactive.
For C=CCn1c(=O)c2ccccc2n2c(SCC(=O)NCc3cccs3)nnc12 the results were CHT allo act inactive, STK33 kinase inh 0.2 and CHT block inactive.
